Bioassay records deposited in PubChem BioAssay by National Center for Advancing Translational Sciences (NCATS).
Nrf2 inh – Nrf2 qHTS screen for inhibitors | Potency, µM (titrated, usually from 46 µM), for the others: top-dose activity change, negative = inhibition, most hits filed as inhibitors | 2.1% of 360,000 active | AID 504444, 2011 | A549 ARE-Fluc reporter, luciferase luminescence, 18-24 h; note: potency is the fitted concentration of half-maximal effect; % is set by controls: 0 for no effect and ±100 for the full control effect; nearly all actives have a fitted effect of over 60% in size
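Nrf2 function is reported as luminescence of an ARE-controlled luciferase in A549 cells. Compounds were tested at several concentrations, and a CellTiter-Fluor read on the same wells flagged cytotoxicity.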
Abeta rescue – qHTS for compounds that reverse cellular toxicity of Amyloid beta (A-beta) peptide in yeast: Primary Screen; yeast expressing A-beta42, growth rescue, OD600, 48 h; response scale: 0% DMSO, 100% iron-clioquinol control; Potency, µM (highest dose often 46.1 µM), for the others: top-dose growth rescue, hits mostly activators; 0.063% of 410,000 active; AID 1347071, 2019; note: potency is the fitted concentration of half-maximal effect; nearly all actives have a fitted effect of over 55% in size
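Yeast A-beta toxicity model in growth medium with pinned compounds, 48 h at 30 C; growth read as absorbance at 600 nm. Normalized to FeCl3/clioquinol equimolar mix (positive) and DMSO (negative).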
A549 tox – Nrf2 qHTS screen for inhibitors: counterscreen for cytotoxicity | A549 ARE-Fluc cells, CellTiter-Fluor viability, 18-24 h | Potency, µM (doses to about 46 µM), for the others: top-dose activity change, negative = cytotoxicity, hits mostly inhibitors | 0.16% of 390,000 active | AID 504648, 2011; note: potency is the fitted concentration of half-maximal effect; % is set by controls: 0 for no effect and ±100 for the full control effect
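A549 ARE_Fluc cells in 5% FBS OPTI-MEM were exposed to compounds in concentration-response for 18-24 h at 37 deg C. Viability was read by CellTiter-Fluor fluorescence (Ex 405/Em 525) after 30 min, before the luciferase read.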
MmCpn inh – Inhibitors of TCP-1 ring complex (TRiC) of Methanococcus maripaludis (MmCpn): qHTS; purified Mm-Cpn ATPase, ADP Transcreener TR-FRET; Chaperonin Mm-Cpn (Methanococcus maripaludis); Potency, µM (highest dose often 76.9 µM), without a hit: at the top dose activity, negative = inhibition, actives largely listed as inhibitors; 0.031% of 330,000 active; note: potency is the fitted concentration of half-maximal effect; % is set by controls: 0 for no effect and ±100 for the full control effect; nearly all actives have a fitted effect of over 80% in size
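Quantitative HTS used 25 nM Mm-CPN and 10 uM ATP in magnesium/KCl Tris buffer, pH 7.4, with 1 mM DTT. Hydrolysis ran 30 min at 37°C; ADP was read by HTRF.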
Nrf2 ARE act – qHTS of Nrf2 Activators. AREc32 ARE-luciferase reporter (MCF7-derived line), luminescence, 24 h. Potency, µM (top dose mostly 46.1 µM), inactives show top-dose activation, hits mostly activators. 0.31% of 410,000 active. AID 624171, 2012; note: potency is the fitted concentration of half-maximal effect; % of control where 0% means no effect; nearly all actives have a fitted effect of over 65% in size
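Cells of the AREc32 ARE-luciferase line are plated in OPTI-MEM containing 5% FBS and left overnight at 37 deg C. Compounds are pinned in, incubation continues 24 hr, and firefly luciferase signal is then measured.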
TGFb SMAD3 inh – qHTS for Inhibitors of TGF-b; Potency, µM (series often up to 46.1 µM), without a hit: at the top dose activity, negative = inhibition, hits mostly inhibitors; HepG2 CAGA-GFP TGF-b/SMAD3 reporter, GFP fluorescence, 18 h; TGF-beta stimulated, 500 pg/mL final; AID 588855, 2011; 1.2% of 410,000 active; note: potency is the fitted concentration of half-maximal effect; % is set by controls: 0 for no effect and ±100 for the full control effect; nearly all actives have a fitted effect of over 65% in size
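HEPG2 CAGA-GFP reporter cells (1000/well, DMEM with 1% FBS) received compounds, then recombinant TGF-beta at 500 pg/mL final for 18 hours at 37 degrees C. Per-cell GFP summed per well was normalised to unstimulated and stimulated DMSO controls before curve fitting.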
HepG2 tox – qHTS for Inhibitors of TGF-b: Cytotox Counterscreen; HepG2 CAGA-GFP viability, ATP luminescence, 18 h; 0.76% of 410,000 active; AID 588856, 2011; Potency, µM (titrated, usually from 46.1 µM), for inactives: top-dose activity change, negative = cytotoxicity, most hits filed as cytotoxic; note: potency is the fitted concentration of half-maximal effect; some results filed as inactive show a strong effect at the top dose
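HepG2 CAGA-GFP cells (1000/well, DMEM with 1% FBS) received compound, then TGF-beta at 500 pg/mL final, and were incubated 18 hours at 37 degrees C. Viability was read by CellTiter-Glo luminescence. Media-only wells were set as complete cell-killing and DMSO as no toxicity.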
pAkt inh – HTS Assay for Inhibitors of Akt Phophorylation: Primary Screen. Neuro2A IGF-stimulated pAkt S473 HTRF, 20 min; active compounds read low. 0.32% of 360,000 active. activity change, % for hits at 50 µM; in the data active = activity change below about -80%; inconclusive = mostly about -51% to -80%; note: % is set by controls: 0 for no effect and ±100 for the full control effect
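Neuro2A cells (4,500/well, DMEM with 0.5% FBS) were treated with compound at a single 50 µM final concentration, stimulated with 6 nM IGF for 20 min at 37 °C, and lysed. Phospho-Akt Ser473 was read by HTRF as 665/615 ratio ×10^4.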
CCT chaperon mod – High-Throughput Screening for Modulators of Cytosolic Chaperonin Activity; activity change, % (no concentration beside the values), hits read low; 0.3% of 360,000 active; purified chaperonin ATPase assay, HTRF ADP detection, 30 min; in the data active = activity change below about -30%; note: % is set by controls: 0 for no effect and ±100 for the full control effect
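We incubate TRiC, 40 or 20 nM final, with library compounds at 76 uM and 10 uM ATP for 30 min at 37 °C. ADP formed is detected with Transcreener HTRF reagents after 30 min at room temperature.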
Active calls of the source: *; i = inactive; u = inconclusive; x = not tested or not shown; & = joins results of further samples. Unless noted, calls come from the whole dose curve; as a rule, active = well fitted curve in the direction sought with a large enough effect; inconclusive = small, poorly fitted or top-dose-only effect, or another doubt; inactive = no such curve, though single readings can be large; an effect the other way counts as inactive or inconclusive.

SMILES	Nrf2 inh	Abeta rescue	A549 tox	MmCpn inh	Nrf2 ARE act	TGFb SMAD3 inh	HepG2 tox	pAkt inh	CCT chaperon mod
Cc1sccc1/C=N/NC(=O)c1ccco1	u	2%	4%	-4%	22%	-2%	1%	i	-2.1
O=C(O)CSCC(=O)N1CCN(Cc2ccc3c(c2)OCO3)CC1	u	-3%	3%	0%	0.0%	-2%	3%	i	1.7
CCc1ccccc1N(c1nc(-c2ccc(OC)c(OC)c2)no1)c1nc(-c2ccc(OC)c(OC)c2)no1	2%	0%	4%	x	0.0%	6%	-14%	x	x
Cc1ccc(C(=O)N2CCCC2)cc1S(=O)(=O)Nc1ccccc1	-14%	11%	-7%	0%	-0.1%	0%	17%	i	-2.8
COCCCNC(=O)CCC(=O)NNc1nc2ccccc2c2nc(C)nn12	4%&6%	-5%&0%	0%&-16%	1%	2.0%&-0.4%	3%&-9%	3%&2%	i	-1.3
COc1ccc(-n2nc3c(N4CCC(C(=O)NCCc5ccccc5C)CC4)nnc(C)c3c2C)cc1	u	20%	u	-4%	-0.2%	-20%	-31%	i	-19
O=C(c1cccc(S(=O)(=O)NCc2ccccc2)c1)N1CCCCC1	5%	9%	4%	0%	-0.8%	15%	7%	i	-0.4
COC(=O)c1ccc(C(=O)OC)c(NC(=O)/C=C/C(=O)O)c1	4%	0%	1%	-1%	8.9%	5%	6%	i	1.4
CCc1ccc(N2CC(C(=O)OCC(=O)Nc3ccc(C#N)cc3)CC2=O)cc1 (centres undefined)	0%	10%	1%	2%	4.0%	8%	-2%	i	0.1
CCC(=O)NC(=S)NNC(=O)c1ccc(O)cc1	-3%	-6%	0%	-3%	-0.2%	-3%	-20%	i	-2.2
CCCc1cc(=O)[nH]c(SCC(=O)c2cc(C)n(C(C)COC)c2C)n1 (centres undefined)	-28%	3%	x	-1%	0.2%	u	-28%	i	-0.2
S=c1[nH]nc(CSCc2ccccc2Cl)n1-c1ccccc1	-2%	5%	-16%	u	-0.2%	4%	-2%	x	-3.6
Cc1cc2ccccn2c1C(=O)c1ccc(Cl)c([N+](=O)[O-])c1	-8%	-9%	-29%	1%	u	u	-15%	i	0.3
CCCCCCCCN1C(=O)[C@H](CC(=O)NCC2CCCCC2)C[C@@]2(C(=O)OCC)CCCC=C12	x	-4%	x	x	-1.6%	x	x	i	-1.7
COc1ccc(NC(=O)Cc2ccc(C)cc2)cc1S(=O)(=O)N1CCCCC1	-20%	-13%	-2%	-2%	0.4%	-24%	-10%	i	3.1
COc1cccc(OCc2nc3ccccc3[nH]2)c1	u	4%	1%	2%	-0.5%	3%	-34%	i	1.3
Cc1ccc(Cl)cc1NC(=O)CN1C(=O)CCc2ccccc21	u	0%	9%	x	-0.3%	5%	-1%	x	x
O=C(Nc1ccc(-c2cn3ccsc3n2)cc1)C1COc2ccccc2O1 (centres undefined)	u	5%	-8%	0%	0.8%	-4%	-23%	i	-0.4
CC1=C(C#N)C(NC(=O)C(C)(C)C)(C(F)(F)F)C(=O)N1 (centres undefined)	3%	8%	-9%	2%	-0.4%	17%	-5%	x	0.1
CCC(=O)Nc1nnc(-c2ccc(Cl)s2)o1	-5%	-10%	-6%	1%	4.8%	-18%	-10%	i	-2.9
S=C(Nc1ccccc1)Nc1cccc(Cl)c1Cl	7%	0%	1%	3%	2.1%	-6%	-9%	i	1.9
O=C(NCc1cccs1)c1ccc(CSc2nc3cccnc3n2Cc2ccccc2F)cc1	u	-28%	-20%	x	4.1%	u	-44%	x	x
COC(=O)C1=C(C)N(Cc2ccccc2)C(=NCCc2c[nH]c3ccccc23)N[C@H]1c1cccc(C(F)(F)F)c1	14%	22%	0%	-1%&-3%	-1.8%	u	-112%	i	-1.1
CCOC(=O)C1CCN(CC(=O)Nc2c(C(=O)OC)n(C)c3cccc(C)c23)CC1	x	26%	1%	-2%	0.1%	32%	10%	i	-1.4
Cc1[nH]c(=O)[nH]c(=O)c1S(=O)(=O)Nc1cccc([N+](=O)[O-])c1C	21%	-19%	2%	1%	-0.8%	-2%	2%	i	1.9
CCc1ccc(-n2c(N3CCN(c4ccc(F)cc4)CC3)nc3ccccc3c2=O)cc1	-24%	6%	-2%	x	0.8%	u	-19%	x	x
COCCCN1C(=O)C(CC(=O)NCc2cccs2)CC(C(=O)N2CCOCC2)=C1C (centres undefined)	x	-3%	x	x	-0.3%	8%	-32%	i	2.0
Cc1cc(C)n(C(=O)CNC(=O)c2ccc3c(c2)OCCO3)n1	17%	-9%	7%	0%	2.1%	7%	22%	i	1.3
COc1ccccc1OCC(=O)N(Cc1nc(-c2ccccc2)no1)C1CCCCC1	x	17%	-1%	0%	0.2%	-4%	7%	i	-2.3
O=C(CSc1nc2ccccc2n1Cc1ccccc1F)NCc1ccccc1	x	-8%	0%	x	7.6%	21%	-21%	x	x
COC(=O)CCCC1=CC2=CC(=O)C(C)(OC(=O)c3cccs3)C(=O)C2=CN1Cc1ccc2c(c1)OCO2 (centres undefined)	-7%	1%	-18%	-1%	3.5%	u	3%	i	0.2
CCc1nc2ccccc2c(C(=O)Nc2ccc(F)cc2)c1C	3%	-6%	-5%	1%	0.2%	10%	1%	i	-1.3
CC(C)N(C)C1CCN(C(=O)Nc2ccc(Cl)cc2)CC1	x	8%	-1%	1%	-0.4%	25%	20%	i	-2.6
CCCCN(C(=O)c1ccc(C)o1)c1c(N)n(CCCC)c(=O)[nH]c1=O	1%	4%	-10%	0%	-0.3%	3%	-4%	i	1.2
COc1ccc2ncccc2c1Cc1c(OC)ccc2ncccc12	-9%	-14%	-4%	x	5.6%	11%	-12%	i	-0.1
CC1=C(C(=O)Nc2ccccc2C)C2(CCCC2)C(C(N)=O)C(=O)N1 (centres undefined)	-14%	6%	-7%	2%	0.5%	-15%	21%	i	0.5
COc1ccc(/C=N/NC(=O)CCC(=O)Nc2ccc(F)cc2)c(OC)c1	-6%	1%	6%	0%	0.4%	-12%	-7%	i	-1.1
COc1ccc(CCN2CCCC(CN(C)Cc3cccc(OC)c3)C2)cc1 (centres undefined)	-2%	8%	8%	0%	2.1%	2%	-34%	i	-2.4
O=C(COC(=O)c1ccccc1Cl)NC1CCCCCC1	7%	0%	-5%	-1%	2.7%	4%	-3%	i	-0.9
Cc1ccc(OCC(=O)N2CC(C)OC(C)C2)c([N+](=O)[O-])n1 (centres undefined)	8%	-4%	0%	-7%	-0.7%	1%	1%	i	-1.4

Three entries already listed, sorted by the number in MmCpn inh, falling:
molecule	MmCpn inh
CC1=C(C(=O)Nc2ccccc2C)C2(CCCC2)C(C(N)=O)C(=O)N1 (centres undefined)	2%
CC(C)N(C)C1CCN(C(=O)Nc2ccc(Cl)cc2)CC1	1%
CCCCN(C(=O)c1ccc(C)o1)c1c(N)n(CCCC)c(=O)[nH]c1=O	0%

For convenience, some entries already given:
SMILES	Nrf2 inh	Abeta rescue	A549 tox	MmCpn inh	Nrf2 ARE act	TGFb SMAD3 inh	HepG2 tox	pAkt inh	CCT chaperon mod
O=C(O)CSCC(=O)N1CCN(Cc2ccc3c(c2)OCO3)CC1	u	-3%	3%	0%	0.0%	-2%	3%	i	1.7
CCc1ccccc1N(c1nc(-c2ccc(OC)c(OC)c2)no1)c1nc(-c2ccc(OC)c(OC)c2)no1	2%	0%	4%	x	0.0%	6%	-14%	x	x
Cc1ccc(C(=O)N2CCCC2)cc1S(=O)(=O)Nc1ccccc1	-14%	11%	-7%	0%	-0.1%	0%	17%	i	-2.8

Continued:
SMILES	Nrf2 inh	Abeta rescue	A549 tox	MmCpn inh	Nrf2 ARE act	TGFb SMAD3 inh	HepG2 tox	pAkt inh	CCT chaperon mod
Fc1ccc(OCCCn2ccnc2)cc1	3%	-12%	14%	-2%	-0.7%	0%	-4%	i	2.8
O=C(NCCCN1CCc2ccccc2C1)C1CCN(S(=O)(=O)N2CCC3(CC2)OCCO3)CC1	5%	-15%	-4%	1%	-0.2%	-14%	-12%	i	-1.1
CCc1ccc(C(=O)c2cn(CC(=O)Nc3ccc4c(c3)OCCO4)c3ccc(F)cc3c2=O)cc1	13%	-8%	4%	x	-1.2%	12%	8%	x	x
O=C(CCCn1c(=S)[nH]c2cc3c(cc2c1=O)OCO3)NCc1ccccc1Cl	-10%	3%	-9%	-7%	-0.2%	6%	4%	i	0.4
COc1ccc(C(=O)N2CCNC(=O)C2CC(=O)Nc2ccc(C)c(C)c2)cc1 (centres undefined)	-2%	-9%	-4%	1%	-0.2%	17%	0%	i	-0.2
NNC(=O)c1cccc(S(=O)(=O)Nc2cccc(C(F)(F)F)c2)c1	22%	11%	13%	0%	-0.5%	-8%	22%	i	-3.3
COC(=O)c1cc(=O)nc(NNC(C)=O)s1	x	-10%	x	x	-0.4%	1%	2%	i	-0.5
O=C(CNc1ccccc1)N/N=C/c1ccc2c(c1)OCO2	3%	-9%	0%	1%	4.2%	-6%	7%	i	0.8
Cc1nnc(SCC(=O)NCC2CCCO2)n1-c1ccccc1 (centres undefined)	5%	15%	0%	2%	-0.1%	-5%	11%	i	-1.9
N/C(=N\OC(=O)COc1ccc(Cl)cc1)c1ccc(Cl)cc1	-2%	3%	0%	-2%	-0.1%	-13%	-11%	i	-1.2
